Eya2 inh: qHTS Assay for Inhibitors of the Phosphatase Activity of Eya2; Protein phosphatase EYA2 (Homo sapiens), O00167; recombinant Eya2, OMFP fluorescence dephosphorylation (OMFP is methylfluorescein phosphate); Potency, µM (top dose mostly 76.9 µM), inactives show at the top dose activity, negative = inhibition, usual class: inhibitors; 330,000 compounds, 0.006% hits; also: potency is read from the fitted curve at half-maximal effect
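Eya2 (0.2 uM) preincubated 10 min at ambient with compound, then OMFP substrate added at 50 uM; 10 min reaction in 50 mM HEPES pH 7.5, 50 mM NaCl, 5 uM MgCl2, 0.05% BSA, 1 mM DTT. Fluorescence read at Ex 485/Em 525 nm.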
Chronic BCR inh: qHTS Assay to Find Inhibitors of Chronic Active B-Cell Receptor Signaling | ABC-DLBCL IkBa-CBG/CBR reporter, luminescence ratio, 4 h | Potency, µM (doses to about 46.1 µM), inactives show at the top dose ratio change, negative = lower green/red ratio, most hits filed as inhibitors | 340,000 compounds, 0.05% hits; active = well fitted inhibition curve with a large enough effect in the signal ratio, with a control signal flat, not every such curve was filed as active; inconclusive = small, poorly fitted or top-dose-only effect, or effect the other way, or a change in a side signal; the % refers to the signal ratio;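 also: potency is read from the fitted curve at half-maximal effect; plate controls were basal doxycycline-induced cells for no effect and cells given 10 µM MG132 for full effect; MG132 reads +100%, hits lower the ratio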
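Doxycycline induced both beetle luciferases in TMD8 lymphoma cells; IKK-driven degradation limits the IkappaBalpha-fused green signal, while red luminescence normalises for cell number and nonspecific effects. Compounds tested up to 46 uM, 4 hrs.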
Giardia kill: Small Molecules that selectively kill Giardia lamblia: qHTS | activity change, % at 7.66 µM, hits read low | 340,000 compounds, 0.15% hits | AID 540267, 2011 | Giardia lamblia trophozoite viability; in the data active = activity change below about -80%; inconclusive = between about -30% and that limit;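 also: parasites exposed to compound for two days anaerobically before the ATP read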
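Compounds were tested on trophozoites seeded at 100 cells/well and held 48 hrs at 37 deg C anaerobically. An ATP-based luminescent kit measured the remaining live cells.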
GALK inh: qHTS Assay for Inhibitors of Human Galactokinase (GALK); P51570; Purified GALK, Kinase-Glo residual ATP luminescence; Potency, µM (top dose mostly 57.5 µM), inactives show at the highest dose activity change, negative = inhibition, actives largely listed as inhibitors; 270,000 compounds, 0.007% hits; also: potency is read from the fitted curve at half-maximal effect
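5 nM enzyme, 35 uM ATP, 100 uM galactose, 20 mM HEPES pH8.0, 5 mM MgCl2; 1 h RT; residual ATP by Kinase-Glo Plus luminescence, qHTS format.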
uPA generation: qHTS for Inhibitors of Cell Surface uPA Generation; cell surface uPA generation assay, qHTS; Potency, µM (titrated, usually from 38.3 µM), inactives show at the highest dose activity change, negative = inhibition, hits mostly inhibitors; 330,000 compounds, 0.31% hits; active = well fitted inhibition curve with a large enough effect; inconclusive = small, poorly fitted or top-dose-only effect; inactive = no such curve, though single readings can be large or run the other way; tested in mouse RAW 264.7 cells; also: potency is read from the fitted curve at half-maximal effect; nearly all actives have a fitted effect of over 55% in size
KCNH2 3.1 block: qHTS for Inhibitors of KCHN2 3.1: Mutant qHTS; Potassium voltage-gated channel subfamily H member 2, brain isoform KCNH2 3.1 (human); U2OS KCNH2 3.1, thallium flux FluxOr; hits give low values; activity change, % (tested at about 1.8 µM); 340,000 compounds, 0.95% hits;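 active = maximum activity change below -70%; inconclusive = maximum activity change from -70% to -50%; inactive = maximum activity change above -50%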;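 also: thallium influx rate constant from kinetic fluorescence after stimulation buffer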
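Thallium flux read-out: FluxOr dye with Red40 quencher in HBSS/HEPES, 45 min at RT. Rate constants from kinetic reads were normalized to positive and negative DMSO controls. Cells: U2OS virally expressing the 3.1 isoform.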
PKM2 activator: qHTS Assay for Activators of Human Muscle isoform 2 Pyruvate Kinase | Pyruvate kinase PKM (Homo sapiens), P14618 | purified PKM2, Kinase-Glo ATP luminescence, activation; response scale: 0% is enzyme alone, no compound | Potency, µM (doses to about 57.5 µM), inactives show at the highest dose activation, most hits filed as activators | 260,000 compounds, 0.34% hits; also: potency is read from the fitted curve at half-maximal effect; nearly all actives have a fitted effect of over 55% in size
Target sequence (P14618 whole entry, looked up, canonical isoform): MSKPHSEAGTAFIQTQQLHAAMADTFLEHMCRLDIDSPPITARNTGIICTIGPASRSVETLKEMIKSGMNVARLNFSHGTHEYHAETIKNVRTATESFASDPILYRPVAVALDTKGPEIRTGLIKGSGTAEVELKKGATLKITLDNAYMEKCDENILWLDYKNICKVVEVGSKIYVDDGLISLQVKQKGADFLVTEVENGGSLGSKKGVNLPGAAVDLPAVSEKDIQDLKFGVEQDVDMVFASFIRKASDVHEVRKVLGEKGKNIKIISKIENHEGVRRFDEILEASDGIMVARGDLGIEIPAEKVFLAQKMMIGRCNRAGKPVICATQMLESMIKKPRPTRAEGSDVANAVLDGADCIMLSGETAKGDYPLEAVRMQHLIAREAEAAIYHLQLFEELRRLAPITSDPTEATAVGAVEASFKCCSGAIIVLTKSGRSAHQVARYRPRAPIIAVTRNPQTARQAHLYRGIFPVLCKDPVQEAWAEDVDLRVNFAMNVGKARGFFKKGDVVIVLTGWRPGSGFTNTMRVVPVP
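hPK-M2, >95% pure; 0.1 mM ADP / 0.5 mM PEP final; imidazole pH7.2 buffer w/ 7 mM MgCl2, 50 mM KCl; 1 h RT; Kinase-Glo lum. Intermediate enzyme activity for dual inhibitor/activator qHTS.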
B2AR arrestin: qHTS assay of beta-arrestin-biased ligands of beta2-adrenergic receptor | Potency, µM (top dose mostly 46.1 µM), inactives show top-dose activation, actives largely listed as activators | beta-arrestin recruitment to beta2AR, cell-based reporter | AID 492947, 2010 | 330,000 compounds, 0.02% hits;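 also: potency is read from the fitted curve at half-maximal effect; 0% = DMSO controls and full agonism = EC100 isoproterenol or metaproterenol; nearly all actives have a fitted effect of over 65% in size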
Target sequence (P07550 whole entry, looked up): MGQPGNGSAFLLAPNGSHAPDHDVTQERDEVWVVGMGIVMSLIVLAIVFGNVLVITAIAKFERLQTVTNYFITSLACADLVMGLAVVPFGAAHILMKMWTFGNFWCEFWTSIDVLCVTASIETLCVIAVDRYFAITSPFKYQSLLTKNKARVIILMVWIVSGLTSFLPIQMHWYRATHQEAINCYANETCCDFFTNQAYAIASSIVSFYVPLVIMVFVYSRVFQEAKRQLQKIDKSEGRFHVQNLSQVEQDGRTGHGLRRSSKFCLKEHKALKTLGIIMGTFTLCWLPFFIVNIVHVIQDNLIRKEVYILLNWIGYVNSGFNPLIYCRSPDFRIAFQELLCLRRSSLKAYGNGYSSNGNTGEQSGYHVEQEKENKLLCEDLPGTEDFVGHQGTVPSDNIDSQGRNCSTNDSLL
KCNH2 WT inh: qHTS for Inhibitors of KCHN2 3.1: Wildtype qHTS; 340,000 compounds, 0.37% hits; Voltage-gated inwardly rectifying potassium channel KCNH2 (Homo sapiens), Q12809; activity change, % at 1.84 µM; U2OS, BacMam KCNH2, thallium flux FluxOr; hits give low values;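 active = maximum activity change below -70%; inconclusive = maximum activity change between -70% and -50%; inactive = maximum activity change above -50%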
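U2OS cells transduced with wild-type KCNH2 virus are loaded with FluxOr dye for 45 min, and thallium flux is measured in kinetic reads before and after stimulation buffer. Rate constants are normalized to DMSO controls.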
USP2a block: qHTS Assay for Inhibitors of Ubiquitin-specific Protease USP2a Using CHOP2 as the Reporter; AID 463254, 2010; Potency, µM (titrated, usually from 38.3 µM), without a hit: at the highest dose activity change, negative = inhibition, actives largely listed as inhibitors; 330,000 compounds, 0.01% hits; Ubiquitin carboxyl-terminal hydrolase 2 (Homo sapiens), O75604; USP2 core, Ub-CHOP2 coupled fluorogenic reporter, 485/531;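 also: potency is read from the fitted curve at half-maximal effect; plate controls were DMSO wells for no effect and full inhibition by NEM control for full effect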
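Deubiquitinase activity read as fluorescence (485/531 nm) after Ub-CHOP2 cleavage activates the enterokinase reporter on its substrate; USP2 core 10nM, Ub-CHOP2 and substrate 25nM each, 30min compound preincubation then 60min RT; data normalized to NEM, curves fitted.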
Coupling enz: qHTS Assay for Inhibitors of Fructose-1,6-bisphosphate Aldolase from Giardia Lamblia: Coupling assay counterscreen; coupling enzyme system counterscreen, AmpLite Red fluorescence; activity change, negative = inhibition, % at 58.2 µM, hits read low; 290,000 compounds, 0.67% hits; AID 2472, 2010; in the data active = activity change below about -30%
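First, compound is pin-transferred into glyceraldehyde-3-phosphate coupling-enzyme reagent at 57.5 uM final and held 10 min at RT. Next, substrate, coupling system and AmpLite Red are added. After 20 min RT, fluorescence (525/598 nm) is read.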
An asterisk follows results filed as active; ? = inconclusive; . = no result given; [ ] = dose if it differs, or a comment. Unless noted, calls follow the shape of the dose curve; as a rule, active = well fitted curve in the direction sought with a large enough effect; inconclusive = small, poorly fitted or top-dose-only effect, or another doubt; inactive = no such curve, though single readings can be large; an effect the other way counts as inactive or inconclusive. Unless noted, % is scaled to controls: 0 for no effect and ±100 for the full control effect. Hits appear at their usual frequency. Share with any hit: about 2.4%.

SMILES	Eya2 inh	Chronic BCR inh	Giardia kill	GALK inh	uPA generation	KCNH2 3.1 block	PKM2 activator	B2AR arrestin	KCNH2 WT inh	USP2a block	Coupling enz
CC(C)c1ccc(NC(=O)C2C3C=CC4(CN(Cc5cccnc5)C(=O)C24)O3)cc1 (configuration not stated)	9%	-9%	-21	-1%	-4%	5	-1%	0.4%	2	-1%	1
COc1ccc(C(=O)Cn2cc[n+](C)c2)cc1	-10%	2%	11	6%	-2%	2	-11%[11.5 µM]	-0.3%	-11	-3%	0
CCCOc1c(Br)cc(C2C3=C(CCCC3=O)N(CC)C3=C2C(=O)CCC3)cc1OC	-6%	-2%	-19	-2%	-2%	-7	2%	0.3%	-17	-7%	-13
Cn1c(=O)c2c(nc(SCCN3CCOCC3)n2Cc2ccccc2Cl)n(C)c1=O	-1%	-12%	18	-2%	-5%	-9	-3%	-0.9%	24	2%	-4
COCCN(Cc1cc2cc3c(cc2nc1Cl)OCO3)C(C)=O	4%	?	-1	-1%	-3%	12	-20%	0.3%	2	2%	-7
Cn1c(CS(=O)Cc2c(Cl)cccc2Cl)nnc1SCc1ccc(Cl)cc1 (configuration not stated)	-20%	-10%	-13	4%	.	-4	5%	-0.1%	4	0%	4
COCC(C)OC(=O)C(C#N)c1nc2ccccc2nc1N1CCN(Cc2ccccc2)CC1 (configuration not stated)	17%	3%	35[activator]	3%	-5%	-26	15%	-0.6%	12	3%	-13
C[C@H](NC(=O)[C@@H]1Cc2ccccc2CN1C(=O)OC(C)(C)C)C(=O)NCc1ccco1	-9%	4%	?	-6%	-15%	-2	.	0.2%	7	1%	.
Nc1nc(-c2ccccc2)c(N=Nc2cccc3ccccc23)s1	-17%	?	-10	.	3%	4	-7%	-1.1%	0	-8%	-6
CCCN(CCC)S(=O)(=O)c1ccc(C(=O)Nc2cc3oc4ccccc4c3cc2OC)cc1	-3%	1%	-17	.	5%	3	-1%	-0.3%	35	1%	-1
COc1ccc(-c2nnc(CSc3nc4ccccc4c(=O)n3CC3CCCO3)o2)cc1OC (configuration not stated)	-4%	4%	-19	2%	-1%	14	2%	0.4%	-6	3%	-1
COc1ccc(NC(=O)COC(=O)CCCOc2ccc(Cl)cc2Cl)cc1Cl	-9%	9%	-6	-4%	1%	9	2%	-0.7%	0	-1%	-3
Cc1ccc(S(=O)(=O)NCC(=O)N(CC(=O)NC2CCCC2)CC2CCCO2)cc1 (configuration not stated)	2%	-2%	2	0%	9%	-25	1%	0.3%	-6	0%	1
CCOC(=O)N1CCN(S(=O)(=O)N2CCCC(C(=O)NCc3ccc(F)cc3)C2)CC1 (configuration not stated)	4%	-5%	27	-2%	2%	-9	-6%	-1.1%	3	1%	0
O=C1NCC2=C1C(c1ccc(Br)cc1)Nc1ccccc1N2 (configuration not stated)	3%	9%	-23	1%	.	-11	-1%	-0.5%	-4	-2%	-1
COc1cccc(NC(=S)NCCN2CCOCC2)c1	8%	-2%	-19	7%	4%	2	-5%	-1.0%	-3	0%	3
CC1CCCC(C)N1C(=O)COc1cccc(Oc2ccccc2)c1 (configuration not stated)	-16%	-9%	3	.	7%	-10	.	0.4%	-4	-2%	.
O=C(Nc1ccc(Nc2ccccc2)cc1)c1ccc(F)cc1	-12%	-10%	-18	-1%	4%	13	.	0.3%	0	2%	1
Cc1cc2oc(=O)cc(CN3CCCCC3C)c2cc1Cl (configuration not stated)	-21%	-2%	8	8%	3%	6	.	-0.9%	7	-8%	4
O=c1oc2ccccc2c(Nc2cccc(O)c2)c1[N+](=O)[O-]	-2%	?	7	-30%	-9%	-6	3%	0.3%	-20	2%	0
Cc1ccc(C)c(SCC(=O)N(C)C2CCS(=O)(=O)C2)c1 (configuration not stated)	-21%	0%	-20	.	-4%	-3	.	-0.9%	-12	2%	.
O=c1[nH]cnc2c1ncn2Cc1ccc([N+](=O)[O-])cc1	2%	-9%	21	-1%	-12%	3	2%	0.2%	-4	1%	1
Cc1cccc(-n2ncc3c(NNC(=O)c4ccco4)ncnc32)c1	-2%	?	-12	1%	11%	4	0%	-1.9%	-8	-1%	-1
CCOc1ccc(NC(=O)CN(C)C(=O)c2ccccc2SCc2c(C)noc2C)cc1OCC	4%	2%	-1	.	0%	19	.	-0.1%	-3	2%	.
COc1ccc(-c2cc(C(=O)NN3CCOCC3)c3ccccc3n2)cc1OC	0%	0%	6	7%	-3%	8	-3%	-0.1%	0	3%	3

The final 2 records of the part before lead into the next.
SMILES	Eya2 inh	Chronic BCR inh	Giardia kill	GALK inh	uPA generation	KCNH2 3.1 block	PKM2 activator	B2AR arrestin	KCNH2 WT inh	USP2a block	Coupling enz
CCOc1ccc(NC(=O)CN(C)C(=O)c2ccccc2SCc2c(C)noc2C)cc1OCC	4%	2%	-1	.	0%	19	.	-0.1%	-3	2%	.
COc1ccc(-c2cc(C(=O)NN3CCOCC3)c3ccccc3n2)cc1OC	0%	0%	6	7%	-3%	8	-3%	-0.1%	0	3%	3
CC(/C=N/Nc1nncc(=O)[nH]1)=C\c1ccccc1	0%	16%	5	0%	2%	-5	1%	-1.3%	-1	0%	0
COC(=O)C1CCCN1C(=O)c1cccs1 (configuration not stated)	-37%	3%	4	0%	-3%	16	6%	-0.3%	7	-1%	1
CCOC(=O)[C@@H]1[C@H]2COc3ccccc3[C@H]2N2C(=O)N(c3cccc(C)c3)C(=O)[C@]12C	18%	0%	-23	.	9%	2	.	-1.7%	-15	2%	.
CCCN1CCN(CCCNC(=O)c2cc3c(=O)[nH]c4ccc(C)cc4c3s2)CC1	-14%	?	-2	0%	-1%	2	-3%	0.3%	-7	0%	-11
O=C(Nc1ccc(Cl)cc1)C1C2CCCCC21 (configuration not stated)	-3%	2%	-16	4%	?	-5	2%	-0.1%	10	-3%	-1
O=C(Nc1ccc(F)cc1)c1nc[nH]c1C(=O)Nc1ccc([N+](=O)[O-])cc1	4%	0%	0	4%	2%	.	1%	-0.5%	-15	2%	-1
COc1cccc(NC(=O)N2CCCC2C(=O)NC23CC4CC(CC(C4)C2)C3)c1 (configuration not stated)	1%	4%	6	-2%	2%	-13	.	-0.4%	4	-3%	4
O=S(=O)(c1ccc(-c2ccon2)s1)N1CCCC1	3%	?	-26	-2%	-3%	-24	10%	-1.1%	5	0%	-1
CC(Oc1ccccc1)C(=O)Nc1nnc(C2CCCCC2)s1 (configuration not stated)	-6%	?	12	6%	1%	-25	2%	-0.2%	-9	1%	2
O=C(CCCc1ccccc1)Nc1nncs1	-14%	-15%	10	2%	-7%	2	0%	6.9%	-8	1%	0

Results in Coupling enz and Eya2 inh, for seven of the compounds above:
mol	Coupling enz	Eya2 inh
O=C(Nc1ccc(Cl)cc1)C1C2CCCCC21 (configuration not stated)	-1	-3%
CC(Oc1ccccc1)C(=O)Nc1nnc(C2CCCCC2)s1 (configuration not stated)	2	-6%
O=C(CCCc1ccccc1)Nc1nncs1	0	-14%
O=C(Nc1ccc(F)cc1)c1nc[nH]c1C(=O)Nc1ccc([N+](=O)[O-])cc1	-1	4%
CCCN1CCN(CCCNC(=O)c2cc3c(=O)[nH]c4ccc(C)cc4c3s2)CC1	-11	-14%
CC(/C=N/Nc1nncc(=O)[nH]1)=C\c1ccccc1	0	0%
COC(=O)C1CCCN1C(=O)c1cccs1 (configuration not stated)	1	-37%
